High-throughput results deposited in PubChem by National Center for Advancing Translational Sciences (NCATS).
Tau fluor cs: counter-screen for tau fibril formation inhibitors | 0.93% of 280,000 active | AID 1463 | tau K18 P301L Alexa594 fluorescence, heparin fibrillization | Potency, µM (top dose mostly 57.7 µM), inactives show top-dose activity change, negative = decrease; note: % is set by controls: 0 for no effect and ±100 for the full control effect; nearly all actives have a fitted effect of over 55% in size
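Human K18 P301L tau (15 uM unlabeled plus 0.24 uM Alexa 594-labeled, final) in 100 mM sodium acetate pH 7 was mixed with compound and 20 uM heparin and incubated 6 hr at 37 C.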
TR SRC2 fluor cs: Texas Red fluorescence interference in TRb-SRC2 counter-screen; TRb/SRC2 Texas Red total fluorescence interference; Potency, µM (highest dose often 106 µM), inactives show top-dose fluorescence change, negative = quenching; 0.29% of 280,000 active; active = well fitted curve in either direction with a large enough effect; inconclusive = small, poorly fitted or top-dose-only effect; note: % is set by controls: 0 for no effect and ±100 for the full control effect
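Flags fluorescent or light-absorbing compounds by total fluorescence, S + 2P, at 555 nm excitation and 632 nm emission. Mixture: 20 nM Texas Red SRC2 peptide, 0.6 uM human TRb LBD, 1 uM T3, 5% DMSO; compound exposure 5 h at ambient temperature.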
RECQ1 helicase: inhibitors of human RECQ1 DNA helicase. P46063. RECQ1 DNA unwinding, red fluorescence kinetic read. Potency, µM (top dose mostly 57.3 µM), inactives show at the highest dose activity, negative = inhibition, actives largely listed as inhibitors. 0.54% of 240,000 active. AID 2549;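 note: plate controls were vehicle for no effect and no enzyme for full effect; nearly all actives have a fitted effect of over 30% in size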
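50 nM RECQ1T1 preincubated 15 min with compound in Tris pH 8.0 buffer with MgCl2, DTT, Tween-20 and 2.5 ug/ml poly(dI-dC); started with 200 nM TAMRA/BHQ-2 forked duplex and 2 mM ATP. Unwinding read as fluorescence (525/598 nm), two reads 2 h apart.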
Tau fibril FP: tau fibrillization inhibition (FP); P10636; K18 P301L tau heparin fibrillization, Alexa594 FP, 6 h; Potency, µM (top dose mostly 57.7 µM), inactives show at the top dose activity, negative = inhibition, actives largely listed as inhibitors; 0.39% of 280,000 active; note: % is set by controls: 0 for no effect and ±100 for the full control effect; nearly all actives have a fitted effect of over 55% in size
Target sequence (P10636 561-689 P618L limits assumed): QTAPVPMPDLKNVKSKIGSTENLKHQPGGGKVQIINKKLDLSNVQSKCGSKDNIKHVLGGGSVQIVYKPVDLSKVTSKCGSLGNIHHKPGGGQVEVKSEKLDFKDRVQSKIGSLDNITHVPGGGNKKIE
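Quantitative HTS format: compounds meet 15 uM recombinant K18 P301L tau and Alexa 594-tau tracer in 100 mM sodium acetate pH 7; 20 uM heparin triggers fibrillization at 37 C over 6 hr; FP gives the signal.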
TRb-SRC2 inh: inhibitors of human thyroid hormone receptor beta-SRC2 interaction; 0.065% of 280,000 active; TRbeta-SRC2 peptide binding, fluorescence polarization; receptor liganded with 1 µM T3; P10828; Potency, µM (highest dose often 106 µM), inactives show top-dose activity change, negative = inhibition, actives largely listed as inhibitors;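 note: plate controls were bound peptide for no effect and peptide without receptor for full effect; nearly all actives have a fitted effect of over 50% in size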
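TRb LBD 0.6 uM + Texas Red SRC2 peptide 20 nM, 1 uM T3, Tris buffer w/ 5% DMSO; compound pinned, 5 h RT; FP read ex 555/em 632; normalized to unbound and bound controls.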
L3MBTL1 inh: inhibitors of human L3MBTL1; Q9Y468; 0.66% of 230,000 active; AID 485360; Potency, µM (series often up to 57.1 µM), inactives show at the highest dose activity, negative = inhibition, most hits filed as inhibitors; AlphaScreen L3MBTL1–H3K9me1 peptide binding; note: % is set by controls: 0 for no effect and ±100 for the full control effect; nearly all actives have a fitted effect of over 60% in size
Target sequence (Q9Y468 whole entry, looked up): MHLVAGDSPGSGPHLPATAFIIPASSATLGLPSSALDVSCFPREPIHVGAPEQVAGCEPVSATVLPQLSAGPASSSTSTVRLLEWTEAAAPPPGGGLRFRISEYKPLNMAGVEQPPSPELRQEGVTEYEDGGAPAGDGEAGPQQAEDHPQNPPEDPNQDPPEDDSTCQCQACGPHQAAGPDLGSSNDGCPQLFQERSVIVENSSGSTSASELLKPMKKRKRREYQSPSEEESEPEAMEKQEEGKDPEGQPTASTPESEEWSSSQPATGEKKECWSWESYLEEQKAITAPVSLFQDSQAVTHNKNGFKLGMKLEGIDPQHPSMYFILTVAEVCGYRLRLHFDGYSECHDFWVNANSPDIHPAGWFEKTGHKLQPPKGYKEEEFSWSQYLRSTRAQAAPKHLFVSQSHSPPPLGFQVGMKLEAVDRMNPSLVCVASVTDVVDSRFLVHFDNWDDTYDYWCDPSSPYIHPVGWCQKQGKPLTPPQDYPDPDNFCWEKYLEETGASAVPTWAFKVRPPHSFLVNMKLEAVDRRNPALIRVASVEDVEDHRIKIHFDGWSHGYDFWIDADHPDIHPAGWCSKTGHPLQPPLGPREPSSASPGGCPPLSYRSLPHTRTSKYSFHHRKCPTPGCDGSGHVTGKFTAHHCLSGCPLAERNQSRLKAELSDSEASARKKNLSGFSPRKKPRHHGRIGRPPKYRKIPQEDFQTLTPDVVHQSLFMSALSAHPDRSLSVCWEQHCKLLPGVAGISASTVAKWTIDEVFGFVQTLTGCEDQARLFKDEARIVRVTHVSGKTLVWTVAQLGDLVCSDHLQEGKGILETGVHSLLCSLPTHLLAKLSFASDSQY
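L3MBTL1 (50 nM) pre-complexed 30 min with biotinylated H3(1-15)K9me1 peptide (75 nM), then compounds added for 30 min at room temperature; AlphaScreen streptavidin donor/nickel chelate acceptor beads (10 ug/mL final) read after 30 min dark incubation.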
Tau ThT inhib: tau fibrillization inhibition (ThT binding); P10636; recombinant tau K18 P301L (four-repeat tau fragment), heparin-induced fibrillization, ThT fluorescence; Potency, µM (top dose mostly 57.4 µM), for inactives: top-dose activity, negative = inhibition, hits mostly inhibitors; 2.1% of 270,000 active; note: % is set by controls: 0 for no effect and ±100 for the full control effect; nearly all actives have a fitted effect of over 55% in size
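K18 P301L tau (15 uM + 0.24 uM Alexa 594-tagged), heparin 20 uM, NaOAc pH 7, 6 h 37 C; ThT 30 uM, 1 h RT, ex 450/em 510 nm.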
HTT ATP protect: protects HTT-Q103 PC12 cells, measured by ATP | PC12 HTT-Q103 induced, cytoprotection, ATP luminescence, 40 h | Potency, µM (highest dose often 56.4 µM), for the others: cytoprotection (ATP increase), hits mostly activators | 0.14% of 230,000 active | AID 1471;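 note: % of control where 0% means no effect; nearly all actives have a fitted effect of over 45% in size; toxic huntingtin expression switched on by the ecdysone agonist tebufenozide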
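Quantitative HTS on tebufenozide-induced (100 nM) PC12 cells expressing HTTQ103 exon 1–GFP; compounds tested as a concentration series; survival measured via cellular ATP.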
Starred values were filed as active, the others as inactive; i = inactive; u = inconclusive; x = no result given; & = joins results of further samples; [ ] = remark or other dose. Unless noted, calls come from the whole dose curve; as a rule, active = well fitted curve in the direction sought with a large enough effect; inconclusive = small, poorly fitted or top-dose-only effect, or another doubt; inactive = no such curve, though single readings can be large; an effect the other way counts as inactive or inconclusive. Potency is the fitted concentration of half-maximal effect. These rows are one share of the data; rates above refer to the full screens.

Under each structure – Tau fluor cs, TR SRC2 fluor cs, RECQ1 helicase, Tau fibril FP, TRb-SRC2 inh, L3MBTL1 inh, Tau ThT inhib, HTT ATP protect
COc1ccccc1-n1c(SCC(=O)Nc2cccc(C)c2)nc2c(c1=O)SCC2
    -19%, -1%, -17%, -5%, -2%, -3%, -15%, 5%
COc1ccc(C(=O)OC(C(=O)c2ccccc2)c2ccccc2)cc1 (configuration not stated)
    u, 0%, -16%, -9%, 0%, 21%, -11%, 20%
CCc1cc2c(NCC(=O)O)ncnc2s1
    -5%, 1%, i, 1%, -13%, x, -10%, 0%[10 µM]
O=C(NCCOC12CC3CC(CC(C3)C1)C2)c1cccc(Br)c1
    -10%, -2%, -5%, 5%, -15%, 5%, -15%, -16%
COc1ccc2c(c1)Cc1sc(NC(=O)c3ccccc3C)nc1-2
    u, 0.0028µM*[quencher], x, -11%, -12%, x, u, x
CCOC(=O)c1sc2ncn(C(CC)C(=O)OC)c(=O)c2c1C (configuration not stated)
    -14%, 4%, -6%, -10%, -13%, u, -15%, -6%
COc1ccc(OC)c(NC(=O)COC(=O)/C=C/c2c(C)nn(C3CCS(=O)(=O)C3)c2Cl)c1 (configuration not stated)
    -16%, -7%, -9%, 0%, 1%, 38%[activator], -19%, -74%[inhibitor]
Cc1ccc(-c2ccc(CCC(=O)O)n2CC(=O)O)cc1
    3%, -4%, -4%, 0%, 8%, 22µM*, 5%, -11%
CCN(CC)/C(N)=N/c1nc(C)cc(C)n1
    0%, -2%, 7%, -1%, -7%, -3%, -11%, x
Cc1ccc2c(c1)N(S(=O)(=O)c1ccc(F)cc1)C(C(C)(C)C)CO2 (configuration not stated)
    -17%, -1%, -4%, -9%, 2%, 11%, -7%, 13%[10 µM]
O=C(COC(=O)CNC(=O)c1ccco1)NCc1ccc(F)cc1
    -6%, -1%, -15%, 1%, -8%, x, -13%, -20%
COc1ccc(NC(=O)CN(c2ccccc2)S(=O)(=O)N(C)C)cc1Cl
    -3%, -3%, 6%, 12%, 1%, 0%, -1%, -7%
Cc1cc(O)c(C(=O)c2cnc3c(c2)COc2ccccc2-3)cc1Cl
    u, -10%, x, -10%, 8%, x, -17%, x
COc1ccc2c(c1)c(CC(=O)Nc1cccc(S(N)(=O)=O)c1)c(C)n2C(=O)c1ccc(Cl)cc1
    -27%, -4%, i, u, 2%, x, 19%, 23%[10 µM]
CN1/C(=C\C=Nc2ccc3ccccc3c2)C(C)(C)c2ccccc21
    -24%, 19%, -24%, -1%, 19%, 0%, u, -51%[inhibitor]
COc1ccc(N2CCN(C(=O)CCNC(=O)c3ccccc3)CC2)cc1
    14%, -2%, -4%, 9%, -2%, -8%[11.4 µM], 3%, -17%
COc1ccccc1NC(c1cccnc1)c1ccc2cccnc2c1O (configuration not stated)
    -14%, -1%, -1%, -11%, 2%, u, u, 10%[10 µM]
Cc1cccc(N2C(=O)N(Cc3cc(=O)n4ccccc4n3)c3ccccc3S2(=O)=O)c1
    -20%, 0%, x, -4%, -1%, x, 0%, x
CC(/C=N/NC(=O)CSc1nnc(SCc2ccccc2)s1)=C\c1ccco1
    u, 1%, -1%, -1%, 7%, u, u, 31%[10 µM]
C=CCn1c(Cc2cccs2)nnc1SCC(=O)Nc1ccc(C(=O)OCC)cc1
    -15%, -3%, -10%, 9%, 2%, 2%, -9%, -1%[0.074 µM]
Cc1cc2ncn(-c3ncnc4scc(-c5ccccc5)c34)c2cc1C
    -2%, -4%, -12%, -2%, -8%, 2%, -5%, -11%
CCOc1ccc(-c2cc(C(=O)NCc3ccc(OC)cc3)c3c(-c4ccc(F)cc4)[nH]nc3n2)cc1
    0%, -2%, x, -9%, -3%, x, 6%, x
O=C(CSc1ncccc1C(=O)O)c1ccccc1
    -8%, -5%, -9%, -5%, -3%, -1%, -6%, -9%
COC(=O)C/C=C\[C@@H](C)[C@@H](/C=N\O[C@@H](C)c1cn([C@H]2COC[C@H]2O)nn1)OC
    -4%[11.6 µM], 2%[11.2 µM], -4%[11.5 µM], -1%[11.6 µM], 0%[11.2 µM], x, -1%[11.5 µM], u
C=CCCC(=O)Nc1ccc(COC(=O)N2CCOCC2)cc1
    -1%, -2%, 2%, 0%, 6%, 4%, -2%, -16%
COc1ccc(CNC(=O)c2cnc3cc(C)ccn3c2=O)cc1
    -4%&-4%, 1%&-1%, i, 7%&-8%, -10%&-6%, -4%, -5%&-9%, -1%[10 µM]
COc1ccc(NS(=O)(=O)c2ccc(NC(=S)NC(=O)c3ccc(F)cc3)cc2)nn1
    -6%, 0%, 2%, -4%, -9%, -8%, -8%, -5%[10 µM]
CC1CCN(CC(=O)Nc2ccccc2C#N)CC1
    1%, 2%, -9%, -3%, 6%, -7%, 6%, 10%[1.9 µM]
Cc1ccc(NC(=O)CN(C)C(=O)c2ccc(S(=O)(=O)N(C)c3ccccc3)cc2)cc1
    -10%, -1%, i, -10%, -5%, 4%, -3%, x
c1ccc(N2CCN(c3cnccn3)CC2)nc1
    3%, -1%, -7%, 6%, -9%, -11%, -9%, 15%
O=C(Nc1ccccc1N1CCOCC1)c1ccc(S(=O)(=O)NCc2ccco2)cc1
    -17%, -1%, -3%, -1%, -6%, -48%, u, 10%
COC(=O)c1c(NC(=O)CN2C(=O)NC3(CCC(C(C)(C)C)CC3)C2=O)sc2c1CCCCC2 (configuration not stated)
    -7%, 0%, -3%, -7%, 3%, 5%, -10%, -11%[10 µM]
COc1ccc(C2C(C(=O)Nc3cccnc3)=C(C)Nc3nc(-c4ccco4)nn32)cc1 (configuration not stated)
    -7%, -5%, -2%, 14%, -1%, x, -6%, -14%
CCn1c(Cn2nnc(-c3ccccc3)n2)nnc1SCC(=O)Nc1cccc(C(C)=O)c1
    -9%, -4%, -10%, -4%, -10%, 7%, -3%, 9%[10 µM]
O=C(COC(=O)c1ccccc1C(=O)c1ccccc1)NCCc1ccc(Cl)cc1Cl
    -19%, -3%, -17%, -4%, -4%, 8%, -13%, 15%[10 µM]
COC(=O)CC1Oc2ccccc2-n2cc(-c3ccc(F)cc3)nc21 (configuration not stated)
    u, -1%, x, -19%, 1%, x, -14%, x
COc1ccc(OC)c(NC2c3ccccc3C(=O)N2Cc2ccc3c(c2)OCO3)c1 (configuration not stated)
    u, -2%, -8%, 9%, 0%, x, u, -2%
COc1ccc(Br)c(-c2nc(CS(=O)(=O)c3ccc(F)cc3)no2)c1
    -27%, -3%, -9%, -3%, 0%, 76%[activator], u, 3%[10 µM]
O=C(c1cc(-c2cccs2)nc2ccccc12)N1CCN(c2ccccc2O)CC1
    u, -3%, -1%, 18%, -3%, -28%, -9%, -120%[inhibitor]
CCN(CCNC(=O)C1CC(=O)N(CCc2ccccc2)C1)c1ccccc1 (configuration not stated)
    -17%, -1%, i, 5%, -8%, -16%, -18%, 5%
O=C(NCCc1ccccc1)C1CCN(Cc2cc3ccccc3n2Cc2ccccc2)CC1
    -10%, 2%, x, 4%, 1%, x, 0%, x
COc1ccccc1C(=O)n1nc(-c2ccco2)nc1SC
    -3%, -4%, -1%, u, -3%, x, u, -33%[inhibitor]
CC1(N(O)/C=C2\C=CC=CC2=O)CCCCC1=O (configuration not stated)
    -10%, -2%, -5%, -13%, -1%, 2%, -6%, 23%[10 µM]
CC(C)CNC(=S)N1CCN(c2nc3ccccc3s2)CC1
    -11%, -1%, -5%, -3%, -4%, -6%, -11%, 6%[10 µM]
Cc1ccc(S(=O)(=O)c2nc(-c3ccccc3Cl)oc2N2CCCCCC2)cc1
    -13%, -3%, x, 3%, 10%, x, -7%, x
Cc1cccc(C2CC(c3ccccc3)Nc3ncnn32)c1 (configuration not stated)
    -10%, -2%, -8%, -7%, 0%, 2%, -10%, -17%
O=C(O)CC(CC(=O)Nc1ccc(F)c(Cl)c1)c1ccc(Cl)cc1Cl (configuration not stated)
    2%, -3%, -9%, 6%, 0%, 5%, 2%, 27%[10 µM]
COc1ccc(NC(=O)c2ccco2)cc1NC(=O)c1cccs1
    -5%, 0%, 3%, -7%, 5%, x, -10%, 2%
COc1ccc(N2CCN(C(=O)c3ccc4c(c3)N(Cc3cc(C)ccc3C)C(=O)c3ccccc3S4=O)CC2)cc1 (configuration not stated)
    -19%, -7%, x, 5%, -4%, x, -11%, x
Brc1cccc(OCCn2ccnc2)c1
    -1%, 3%, -1%, 7%, -17%, x, -5%, -4%
OCC1CCCN(Cc2ccc(-c3ccccc3)cc2)C1 (configuration not stated)
    2%, 0%, 7%, -3%, -16%, 6%, 1%, -10%
Nc1n[nH]c(N)c1N=Nc1ccc(Cl)cc1
    -25%, -2%, -6%, 17%, 4%, -15%, u, 14%[10 µM]
Nc1nc(-n2cnnc2)nn1-c1ccccc1
    1%, 2%, -14%, u, -3%, -1%, 5%, 7%[1.9 µM]
COc1ccccc1C(=O)n1nc(-c2ccco2)nc1NCc1ccc(Cl)cc1
    -28%, -19%, x, -16%, 2%, x, -9%, x

Record cards (already shown).
COc1ccc(NC(=O)CN(c2ccccc2)S(=O)(=O)N(C)C)cc1Cl across the screens: Tau fluor cs = -3%; TR SRC2 fluor cs = -3%; RECQ1 helicase = 6%; Tau fibril FP = 12%; TRb-SRC2 inh = 1%; L3MBTL1 inh = 0%; Tau ThT inhib = -1%; HTT ATP protect = -7%
O=C(O)CC(CC(=O)Nc1ccc(F)c(Cl)c1)c1ccc(Cl)cc1Cl (configuration not stated) across the screens: Tau fluor cs = 2%; TR SRC2 fluor cs = -3%; RECQ1 helicase = -9%; Tau fibril FP = 6%; TRb-SRC2 inh = 0%; L3MBTL1 inh = 5%; Tau ThT inhib = 2%; HTT ATP protect = 27%[10 µM]
